CBFb RUNX1 block – qHTS Assay for Compounds Blocking the Interaction Between CBF-beta and RUNX1 for the Treatment of Acute Myeloid Leukemia; Runt-related transcription factor 1 (Homo sapiens) + Core-binding factor subunit beta …; AlphaScreen CBFb-His/RUNX1-biotin binding, biochemical; Potency, µM (doses to about 59.8 µM), for the others: at the top dose activity, negative = inhibition, actives largely listed as inhibitors; 230,000 tested, under 10 active; also: % of control where 0% means no effect
Target sequence (Q01196 whole entry, looked up): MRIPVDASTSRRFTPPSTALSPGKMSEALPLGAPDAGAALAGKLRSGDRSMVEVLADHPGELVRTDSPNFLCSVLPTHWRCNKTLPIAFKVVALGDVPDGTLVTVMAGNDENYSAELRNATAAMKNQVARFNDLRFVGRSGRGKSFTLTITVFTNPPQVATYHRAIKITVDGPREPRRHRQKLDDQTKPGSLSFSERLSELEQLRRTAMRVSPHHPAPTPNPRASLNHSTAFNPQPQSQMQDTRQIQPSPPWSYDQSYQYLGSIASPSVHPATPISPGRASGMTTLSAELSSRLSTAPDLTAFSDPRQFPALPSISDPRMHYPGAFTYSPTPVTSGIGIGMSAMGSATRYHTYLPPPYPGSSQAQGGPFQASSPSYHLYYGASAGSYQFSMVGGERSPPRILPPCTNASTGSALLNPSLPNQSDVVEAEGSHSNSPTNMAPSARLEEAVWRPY
Target sequence (Q13951 whole entry, looked up): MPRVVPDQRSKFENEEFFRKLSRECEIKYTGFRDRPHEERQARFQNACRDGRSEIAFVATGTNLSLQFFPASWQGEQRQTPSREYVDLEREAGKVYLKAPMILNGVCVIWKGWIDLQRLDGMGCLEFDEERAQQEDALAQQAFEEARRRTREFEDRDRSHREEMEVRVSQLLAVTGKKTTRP
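AlphaScreen proximity signal reports loss of binding between His-tagged CBF-beta and biotin-labelled RUNX1, each at 30 nM. Proteins are pre-associated for 20 minutes, compounds added for 15 minutes, then beads for 90 minutes, all at ambient temperature.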
Luc counter – Counterscreen for Luciferase (Kinase-Glo TM) Inhibition. Potency, µM (doses to about 38.3 µM), without a hit: at the top dose activity change, negative = inhibition, most hits filed as inhibitors. Kinase-Glo luciferase, ATP luminescence, 8 min. AID 1379, 2008. 200,000 compounds, 0.28% hits. Luciferin 4-monooxygenase (Photuris pensylvanica), Q27757; also: potency is read from the fitted curve at half-maximal effect; % is scaled to controls: 0 for no effect and ±100 for the full control effect; nearly all actives have a fitted effect of over 60% in size
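Recombinant Kinase-Glo luciferase, 10 uM ATP (linear range), luciferin; imidazole pH 7.2 / KCl / MgCl2 / Tween / BSA buffer; 8 min RT; luminescence.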
HTT cytoprotect – qHTS Multiplex Assay to Identify Dual Action Probes in a Cell Model of Huntington: Cytoprotection (ATP); PC12 HTT-Q103 induced, cytoprotection, ATP luminescence, 40 h; 230,000 compounds, 0.14% hits; Potency, µM (titrated, usually from 56.4 µM), for inactives: cytoprotection (ATP increase), actives largely listed as activators;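 also: potency is read from the fitted curve at half-maximal effect; % of control where 0% means no effect; nearly all actives have a fitted effect of over 45% in size; toxic huntingtin expression switched on by the ecdysone agonist tebufenozide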
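Compounds added alongside 100 nM tebufenozide, which induces toxic Q103 huntingtin exon 1-GFP in stable PC12 cells; surviving cells quantified by luminescent ATP measurement. Medium: phenol red-free DMEM, 5% equine and 5% calf serum.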
HTT aggregate – qHTS Multiplex Assay to Identify Dual Action Probes in a Cell Model of Huntington: Aggregate Formation (GFP) | PC12 HttQ103-GFP aggregates, Acumen cytometry, 40 h | Potency, µM (highest dose often 46.1 µM), without a hit: at the highest dose activity change, negative = inhibition, actives largely listed as inhibitors | 220,000 compounds, 1.1% hits; also: potency is read from the fitted curve at half-maximal effect; % is scaled to controls: 0 for no effect and ±100 for the full control effect; nearly all actives have a fitted effect of over 60% in size
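PC12 cells with ecdysone-inducible HTT exon1 Q103-GFP, induced by 100 nM tebufenozide, given compounds in a concentration series. GFP aggregates (1–25 um, 6 SD above background) counted in lysates by laser-scanning cytometry, 488 nm excitation.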
Lamin A splicing – qHTS Assay for Modulators of Lamin A Splicing. Potency, µM (doses to about 46.1 µM), for the others: at the top dose ratio change, negative = inhibition, usual class: inhibitors. HeLa LMNA splicing GFP/RFP minigene ratio, 48 h. 200,000 compounds, 0.01% hits; active = well fitted inhibition curve with a large enough effect in the signal ratio, with a control signal flat, not every such curve was filed as active; inconclusive = small, poorly fitted or top-dose-only effect, or effect the other way, or a change in a side signal; the % refers to the signal ratio; also: potency is read from the fitted curve at half-maximal effect; % is scaled to controls: 0 for no effect and ±100 for the full control effect
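S3 HeLa stable clones carrying a lamin A-EGFP splicing minigene plus DsRed2 were seeded at 600 cells/well in Opti-MEM with 2% FBS, pin-dosed and incubated 48 h at 37°C. Acumen cytometry (488 nm) gave the GFP/RFP total-intensity ratio.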
SMN2 splice up – qHTS Assay for Enhancers of SMN2 Splice Variant Expression; HEK293 SMN2-luciferase splicing reporter, luminescence, 30-36 h; Potency, µM (highest dose often 46.1 µM), for inactives: top-dose activity change, positive = activation, most hits filed as activators; 210,000 compounds, 2.8% hits; AID 1458, 2008; also: potency is read from the fitted curve at half-maximal effect; % of control where 0% means no effect; nearly all actives have a fitted effect of over 55% in size
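qHTS luciferase splicing reporter: luminescence rises when SMN2 exon 7 is included in transfected HEK293 cells. Compound exposure lasted 30-36 h at 37C, with 4.5 mM final sodium butyrate as control, followed by a ONE-Glo read.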
IMPase Li inh – qHTS Assay for Identifying the Cell-Membrane Permeable IMPase Inhibitors: Potentiation with Lithium; CHO-M1 cells, IP1 TR-FRET (IP-One), carbachol + lithium; Potency, µM (doses to about 59.4 µM), for the others: top-dose activity, negative = IMPase inhibition, usual class: inhibitors; 210,000 compounds, 0.35% hits; AID 1457, 2008;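 also: IP1 builds up when IMPase is blocked and the TR-FRET signal falls; potency is read from the fitted curve at half-maximal effect; plate controls were basal vehicle for no effect and high inhibitor control for full effect; nearly all actives have a fitted effect of over 50% in size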
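CHO-M1, 2000 cells/well, 16–30 h culture; cpd + low Li+, 30 min 37C; lysis with d2-IP1/Eu-anti-IP1 Ab, 10 min RT; TR-FRET 665/620 ratio and 620 channel; AC50 via Hill.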
An asterisk follows results filed as active; ? = inconclusive; / = no result given; & = joins results of further samples; [ ] = dose if it differs, or a comment. Unless noted, calls follow the shape of the dose curve; as a rule, active = well fitted curve in the direction sought with a large enough effect; inconclusive = small, poorly fitted or top-dose-only effect, or another doubt; inactive = no such curve, though single readings can be large; an effect the other way counts as inactive or inconclusive.

Results follow in this order: CBFb RUNX1 block, Lamin A splicing, SMN2 splice up, HTT cytoprotect, HTT aggregate, Luc counter, IMPase Li inh
(1) CC(=O)C1=C(O)C(=O)N(CCNCCO)C1c1ccccc1 (configuration not stated)
  3.9%, 8.7%, -6.4%, -2.9%, -0.6%, -1.8%, -3.5%[38.3 µM]
(2) Cc1ccc(C)c(N2CCN(C(=O)Cn3cccc3)CC2)c1
  -4.4%, ?, -25.3%, 19.7%, -6.7%, -2.7%, -0.2%[38.3 µM]
(3) CC(=O)N(C)/C=C1\Sc2ccccc2C1=O
  -3.7%, 2.2%, -4.0%, 3.4%, 8.3%, -6.0%, 15.6%[38.3 µM]
(4) O=C(O)C1(O)C[C@H](O)C(O)[C@@H](O)C1 (some centres not stated)
  6.6%[21.7 µM], /, /, ?, /, -0.9%, 3.1%
(5) Nn1c(SCC(=O)Nc2ccc(F)cc2)nnc1-c1cccnc1
  4.7%, 10.1%, 1.6%, -31.2%[10 µM], 1.2%, 2.6%, 5.7%[38.3 µM]
(6) COc1ccccc1/C=C/C=N/NC(=O)c1ccco1
  1.2%, /, /, 7.0%[10 µM], 2.3%[9.22 µM], /, /
(7) FC(F)(F)c1cccc(Oc2cc(C(F)(F)F)nc(-c3ccccn3)n2)c1
  1.3%, 7.1%, 1.6%, 21.1%, -8.9%, 1.4%, -1.4%[38.3 µM]
(8) COc1ccc(C(C(=O)NC2CCCC2)N(C(=O)c2snc(-c3ccc(F)cc3)c2N)c2ccc(F)cc2)cc1 (configuration not stated)
  3.5%, 6.3%, 3.0%, -41.6%[inhibitor], ?, -3.6%, -25.7%[38.3 µM]
(9) CCOC(=O)C1(CC/C(C)=N\NC(N)=O)CC(C)(C)OC1=O (configuration not stated)
  7.7%, -3.0%, -7.8%, -9.5%[10 µM], -6.1%, -1.0%, 2.4%
(10) COC(=O)Nc1cc([N+](=O)[O-])ccc1OC
  0.4%, -4.3%, -14.1%, 5.5%[10 µM], -10.7%, 0.0%, -0.4%
(11) CCOc1ccccc1NC(=S)NCCc1ccccc1
  -23.2%, /, -28.3%, /, -6.5%, -3.8%, 14.1%
(12) Cc1ccc(-n2ncc3c2ncn2c(-c4ccncc4)nnc32)cc1
  5.6%, 0.1%, -16.6%, -2.0%, 19.1%, -2.2%, -3.7%[38.3 µM]
(13) COC(=O)CC1=Nc2ccccc2NC(=O)C1
  4.1%, 8.4%, 26.4%, -10.8%, -12.1%, -2.6%, 19.6%[38.3 µM]
(14) Cn1cc(C(=O)Nc2cccc(F)c2)cn1
  2.2%, -2.1%, 9.0%, -5.2%, -7.8%, -1.8%, 1.7%[38.3 µM]
(15) O=c1[nH]c(CSc2nnc(Nc3ccccc3)s2)nc2ccccc12
  6.0%, ?, /, -5.9%[10 µM], 7.8%[9.22 µM], /, /
(16) Cc1ccc(-n2nc(C)cc2Nc2ncc(Cl)cc2Cl)cc1
  5.4%, ?, -30.8%[inhibitor], 4.2%[10 µM], -6.5%, 3.5%, 25.4%
(17) CCc1ccccc1NC(=O)CC1CS(=O)(=O)CC1CC(=O)Nc1ccccc1CC (configuration not stated)
  0.8%, -3.9%, -3.3%, 2.2%[10 µM], -3.4%, 0.5%, 2.7%
(18) Cc1cc2nc(CCN(C(=S)NCC3CCCO3)C3CCCC3)[nH]c2cc1C (configuration not stated)
  -11.0%, /, -9.7%, 6.2%, 7.1%, -2.1%, 15.2%
(19) COc1cc2c(cc1NC(=O)/C=C/c1ccccc1)oc1ccccc12
  6.1%, ?, /, -10.5%, 2.3%, /, /
(20) COC(=O)c1sccc1NC(=S)N1CCN(c2ccccc2)CC1
  -6.2%, ?, -0.1%[1.84 µM], 15.3%[10 µM], -8.4%, -2.5%, 13.8%
(21) O=[N+]([O-])c1cc(C(F)(F)F)ccc1-n1nnc2ccccc21
  -9.4%, -7.8%, /, 4.0%[10 µM], -0.3%, /, /
(22) COc1ccc(C2(C)NC(=O)N(CC(=O)Nc3ccc(S(=O)(=O)N4CCCC4)cc3)C2=O)cc1 (configuration not stated)
  -12.7%, /, 0.2%, -30.2%[inhibitor], -4.0%, -0.6%, 9.4%
(23) CCOC(=O)C1C(c2ccc(Cl)cc2)NC(=S)NC1(O)C(F)(F)F (configuration not stated)
  3.2%, /, /, -7.6%, -1.9%, /, -3.4%
(24) CCOc1cc(S(=O)(=O)NCc2ccncc2)ccc1Cl
  5.6%, ?, -37.7%[inhibitor], ?, ?, 5.2%, 15.6%
(25) Cc1n[nH]c(=S)c2nn(-c3cccc(Cl)c3)c(C)c12
  5.4%, -1.4%, 15.8%, -21.9%[10 µM], -0.9%, 6.0%, ?
(26) Cc1ccc2nc(C)c(C(=O)N/N=C/c3ccc(C(=O)O)cc3)cc2c1
  -7.6%, /, /, -1.5%[10 µM], -0.3%[9.22 µM], -0.8%, 1.5%
(27) CC1CCCC(C)N1CCNC(=O)Cn1nc(-c2ccccc2)ccc1=O (configuration not stated)
  2.4%, 20.4%, 4.2%, -1.1%, -2.3%, -6.0%, 7.5%[38.3 µM]
(28) Cn1c(SCc2cccc(Cl)c2)nc(C(F)(F)F)cc1=O
  16.5%, 14.3%, -8.7%, -6.0%, -10.4%, -0.8%, 8.6%[38.3 µM]
(29) COCCN(Cc1cc2cc3c(cc2nc1Cl)OCO3)C(=O)Nc1ccccc1OC
  1.7%, ?, -45.7%[inhibitor], -13.9%, ?, 10.5%, 0.1%[38.3 µM]
(30) CC(=O)Nc1ccc(C)cc1NC(C)=O
  12.3%, -2.2%, /, -8.2%, 5.6%, -1.4%, 13.9%[38.3 µM]

Rewritten as tab-separated lines: part of the list above
item	smiles	CBFb RUNX1 block	Lamin A splicing	SMN2 splice up	HTT cytoprotect	HTT aggregate	Luc counter	IMPase Li inh
25	Cc1n[nH]c(=S)c2nn(-c3cccc(Cl)c3)c(C)c12	5.4%	-1.4%	15.8%	-21.9%[10 µM]	-0.9%	6.0%	?
26	Cc1ccc2nc(C)c(C(=O)N/N=C/c3ccc(C(=O)O)cc3)cc2c1	-7.6%	/	/	-1.5%[10 µM]	-0.3%[9.22 µM]	-0.8%	1.5%
27	CC1CCCC(C)N1CCNC(=O)Cn1nc(-c2ccccc2)ccc1=O (configuration not stated)	2.4%	20.4%	4.2%	-1.1%	-2.3%	-6.0%	7.5%[38.3 µM]

Carrying on:
Results follow in this order: CBFb RUNX1 block, Lamin A splicing, SMN2 splice up, HTT cytoprotect, HTT aggregate, Luc counter, IMPase Li inh
(31) Cc1ccc2oc(=O)c3cnn(CC(=O)Nc4ccccc4N4CCN(C)CC4)c3c2c1
  -18.4%, -6.2%, -9.1%, -5.7%[10 µM], -24.8%, -3.3%, 40.8%[activator][38.3 µM]
(32) CC1(COc2ccc(CC3SC(=O)NC3=O)cc2)CCCCC1 (configuration not stated)
  21.5%&-5.1%&4.2%, /, 4.7%&1.1%&8.9%, -69.9%&-57.7%&-21.0%&-25.7%[inhibitor], -42.9%, -0.3%, -6.8%&-9.0%&7.7%
(33) COc1ccc(N(C(=O)Cc2cccs2)C(C(=O)NC2CCCCC2)c2cccn2C)cc1OC (configuration not stated)
  -8.5%, -14.6%, 11.7%, 7.4%[10 µM], 1.9%, 1.7%, 2.5%
(34) Cc1ccc(S(=O)(=O)N2CCN(CC(=O)NC(=O)NCc3ccccc3)CC2)cc1C
  -3.6%, 6.9%, -27.5%, -5.3%, -15.1%, -6.5%, 13.9%[38.3 µM]
(35) CCN(CC)S(=O)(=O)c1ccc(/C=C/C(=O)OCC(=O)NCc2ccc3c(c2)OCO3)cc1
  1.7%, 7.4%[46 µM], -2.1%, -16.0%, 6.8%, 1.4%, 6.9%
(36) O=C1CC(c2c(F)cccc2Cl)C2=C(COC2=O)N1 (configuration not stated)
  6.9%, 0.3%, -0.6%, 19.8%[10 µM], 7.5%, 5.3%, 31.6%[38.3 µM]
(37) COc1ccc(C(=O)Nc2nccs2)cc1[N+](=O)[O-]
  -4.4%, -7.3%, 11.9%, 20.2%[10 µM], 3.9%, 2.0%, 4.7%
(38) O=C(CSc1nnc(COc2ccccc2Cl)o1)NC(=O)NCc1ccco1
  ?, -4.5%[46 µM], /, 9.2%[10 µM], 20.8%[9.22 µM], /, /
(39) CCOC(=O)Nc1cccc(OCC(=O)Nc2ccc(OC)cc2OC)c1
  2.8%, ?, -23.6%, 2.5%[10 µM], -14.4%, -5.7%, -15.0%[38.3 µM]
(40) O=C(O)CCc1ccc(-c2ccc(F)cc2)n1Cc1ccco1
  -0.8%, 10.7%, -2.8%, -13.8%, 5.6%, -5.7%, 3.0%[38.3 µM]
(41) COc1cccc(NC(=O)OCCN2CCN(Cc3ccccc3)CCC2=O)c1
  3.2%&2.9%, ?, -33.9%[inhibitor], -151.2%[inhibitor], -32.3%, 0.7%[39.9 µM], -17.5%&3.7%
(42) Cc1ccc(NC(=O)CCn2nnc3ccccc32)cc1
  16.3%, ?, ?, 15.2%[10 µM], -8.9%[9.22 µM], 3.2%, -0.1%
(43) Cc1cc(C)nc(NC(=O)CSc2nn(-c3ccccc3)c(=S)s2)n1
  5.4%, /, /, 0.0%[10 µM], 8.7%[9.22 µM], /, /
(44) O=c1c2nnn(-c3ccc(Cl)cc3)c2ncn1Cc1ccccn1
  ?, ?, -10.7%, -22.8%, 4.8%, 0.3%, 3.6%
(45) CC1(C)O[C@@H]2[C@@H](O1)C(c1ccccc1)(c1ccccc1)OP(=O)(O)OC2(c1ccccc1)c1ccccc1
  -8.6%, /, 10.4%, 22.9%, /, -0.2%, -4.5%
(46) CN(c1cccc(NC(=O)c2ccc(N(C)S(=O)(=O)c3ccccc3)cc2)c1)S(C)(=O)=O
  3.3%, ?, -87.0%[inhibitor], 18.8%[10 µM], ?, 2.0%, 20.9%

Screening results from PubChem BioAssay.
